Bioassay records: PubChem BioAssay, The Scripps Research Institute Molecular Screening Center
PRMT1 FP inh = blocks human protein arginine methyltransferase 1; Q99873; recombinant PRMT1, activity-based probe fluorescence polarization; inhibition, % at 2.79 µM; 370,000 compounds, 1.3% hits; AID 652257;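 active means inhibition above about 21% made by adding two undisclosed values, limit read from the data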
Target sequence (Q99873 whole entry, looked up): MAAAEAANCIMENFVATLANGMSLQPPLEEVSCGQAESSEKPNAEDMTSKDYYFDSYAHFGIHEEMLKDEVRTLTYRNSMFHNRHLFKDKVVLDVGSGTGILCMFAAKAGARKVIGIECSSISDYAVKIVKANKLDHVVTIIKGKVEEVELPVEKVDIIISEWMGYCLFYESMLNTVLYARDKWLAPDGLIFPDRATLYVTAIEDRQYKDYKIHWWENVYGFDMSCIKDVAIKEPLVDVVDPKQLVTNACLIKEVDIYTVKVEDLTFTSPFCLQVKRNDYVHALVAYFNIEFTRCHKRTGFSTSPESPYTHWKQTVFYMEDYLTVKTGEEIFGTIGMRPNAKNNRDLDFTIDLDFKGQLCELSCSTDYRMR
TCR-CD3 inh = human TCR-CD3 binding inhibition | TAMRA-labeled TCR probe fluorescence, biochemical | 360,000 compounds, 0.37% hits | inhibition, % at 9.4 µM | AID 651800; in the data active means inhibition above about 19%;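 further: recombinant mutant TCR 2C K166C tagged with TAMRA read by polarization; 0% = receptor in buffer alone and 100% = receptor with positive control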
TDP2 absorb = blocks human TDP2 phosphodiesterase activity; 370,000 compounds, 0.34% hits; recombinant TDP2, T5PNP hydrolysis, p-nitrophenol absorbance 415 nm; O95551; AID 720702; inhibition, % at 12.8 µM;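 active means inhibition above the mean of all tested compounds plus 3 SD, set per campaign, cut at about 25% in these data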;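 further: 0% = DMSO with enzyme and 100% = buffer with substrate but no TDP2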
Target sequence (O95551 whole entry, looked up): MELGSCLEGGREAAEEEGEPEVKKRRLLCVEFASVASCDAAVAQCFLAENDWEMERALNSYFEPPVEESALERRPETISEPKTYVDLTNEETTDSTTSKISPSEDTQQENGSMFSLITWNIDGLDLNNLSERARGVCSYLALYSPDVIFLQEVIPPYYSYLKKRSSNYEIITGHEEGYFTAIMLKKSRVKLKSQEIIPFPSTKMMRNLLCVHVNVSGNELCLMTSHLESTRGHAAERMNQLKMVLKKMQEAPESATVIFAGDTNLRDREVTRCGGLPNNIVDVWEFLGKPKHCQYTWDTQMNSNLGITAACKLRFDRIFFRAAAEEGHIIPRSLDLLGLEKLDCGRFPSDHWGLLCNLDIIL
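Read-out basis: percent inhibition. System: recombinant human TDP2. Buffer or medium: Mg2+-containing Tris-HCl buffer, pH 7.5. Repeats: single replicate. Timing: reaction 2 h, 37 °C. Benchmarks: high control without enzyme, low control DMSO plus TDP2. Probe or stimulus: 5 mM T5PNP. Doses: 12.8 µM only. Measured by: epi absorbance of p-nitrophenol freed from T5PNP by hydrolysis.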
mABHD4 FP = ABHD4 (mouse) inhibition, primary FP screen; Q8VD66; purified mABHD4, FP-Rh probe fluorescence polarization; inhibition, % at 8.92 µM; 370,000 compounds, 0.54% hits;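 active means inhibition exceeding the mean over every tested compound plus 3 SD, cut at about 30% in these data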;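 further: 0% = plate median of compound wells and 100% = S159A mutant with DMSO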
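Doses – 8.92 µM, single dose · Material – wild-type mouse ABHD4 protein · Replication – single well per compound (singlicate) · Measure – percent inhibition of probe binding, normalized to plate controls · Schedule – 45 min compound pre-incubation plus 60 min probe step, 25 °C · Detection – fluorescence polarization with parallel and perpendicular emission, 525/598 nm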
SIAE inh = blocks human sialic acid acetylesterase; Q9HAT2; SIAE FP-Rh probe binding, fluorescence polarization; inhibition, % at 9.66 µM; 370,000 compounds, 0.69% hits; AID 1053197;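 active means inhibition above a cutoff: mean of compounds within the control limits plus 3 SD of those, cut at about 17% in these data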;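 further: 0% = plate median of compound wells and 100% = probe without SIAE protein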
UHRF1 binding = human UHRF1 methylated DNA binding inhibitors | Q96T88 | UHRF1 binding to methylated oligo, TR-FRET | inhibition, % at 4.4 µM | 370,000 compounds, 0.75% hits; in the data active means inhibition above about 21%;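 further: UHRF1 SRA domain binding a hemimethylated CpG hairpin DNA probe; 0% = median of test compound wells and 100% = reference inhibitor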
DDE Tn7 FP inh = disrupts Tn7 cyclic peptide binding to fibrin D-Dimer-E complex; P02675; FP displacement of FITC-Tn7 peptide from fibrin DD(E); 0% = median of compound wells per plate; inhibition, % at 8.3 µM; 370,000 compounds, 0.13% hits;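 active means inhibition above the mean of compounds falling within the control limits plus 3 SD of them, cut at about 14% in these data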;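 further: 0% = plate median of compound wells and 100% = 10 µM Aha-Tn7 peptide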
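Assay system: Human fibrin DD(E) protein | Medium: Tris buffer with calcium and detergent, pH 7.8 | Reagent: 0.1 µM fluorescent Tn7 | Compound dosing: Single point at 8.3 µM | Times: 10 min preincubation, 3 h with tracer, room temperature | Detection: Fluorescence polarization of the labelled Tn7 tracer | Controls: Aha-Tn7 high control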
PG9 Ab binder = small molecules binding HIV-1 gp120 antibody PG9; inhibition, % at 6.7 µM; AID 624416; TR-FRET gp120-PG9 antibody binding; 360,000 compounds, 0.43% hits; in the data active means inhibition above about 8.5%
LEDGF integ inh = blocks HIV-1 LEDGF/p75-dependent DNA integration; TR-FRET IN-LEDGF/p75 DNA integration, Eu/Cy5; AID 743269; 370,000 compounds, 0.64% hits; inhibition, % at 3.7 µM;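 active means inhibition above the screen-wide mean plus 3 SD, cut at about 13% in these data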;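 further: signal is the Cy5 over europium emission ratio at 671 and 618 nm; 0% = plate median of compound wells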
HTRA1 inh = blocks human HTRA1 serine peptidase | recombinant HTRA1, FP-rhodamine activity-based probe, fluorescence polarization | inhibition, % at 5.96 µM | 340,000 compounds, 0.5% hits | AID 504803; in the data active means inhibition above about 36%;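 further: 0% = enzyme with DMSO and 100% = wells lacking enzyme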
* = called active by the depositor; · = no result given; & = joins results of further samples.

1: O=C(CN(CC1CCCO1)C(=O)CNS(=O)(=O)c1ccccc1)NCCc1ccccc1 (configuration not stated)
2: CCOC(=O)CC1(NC(=O)C2CCC(=O)N(Cc3ccccc3OC)C2)CCCCC1 (configuration not stated)
3: O=C(Nc1ccccc1)Nc1cc(S(=O)(=O)N2CCOCC2)ccc1N1CCCC1
4: CCN(CC)S(=O)(=O)c1ccc(NC2c3ccccc3C(=O)N2c2ccc(C)cn2)cc1 (configuration not stated)
5: C=CCn1c(COc2ccccc2F)nnc1SCC(=O)c1c[nH]c2ccccc12
6: O=S(=O)(c1ccc2c(c1)OCCO2)N1CCN(c2nc3ccccc3s2)CC1
7: O=C(NNC(=O)c1cccs1)c1ccncc1
8: CCc1ccc(NC(=O)CCCNC(=O)Cn2cnc3sc(C)c(C)c3c2=O)cc1
9: Cc1ccc(S(=O)(=O)Cn2nnnc2C(CC(C)C)N2CCN(c3ccc(F)cc3)CC2)cc1 (configuration not stated)
10: CN1CCN(C(=O)c2cc(COc3ccc(F)cc3Cl)on2)CC1c1ccccc1 (configuration not stated)

assay / entry	1	2	3	4	5	6	7	8	9	10
PRMT1 FP inh	-2	0	29*	4	1	0	2	-3	-2	-3
TCR-CD3 inh	-1	12	-7	-3	11	-4	-1	8	-4	3
TDP2 absorb	-4	-1	-1	9	4	-6	-7	11	6	-5
mABHD4 FP	3	4	1	9	-17	2	-11	-2	4	-7
SIAE inh	0	9	-3	9	0	-4	-12	-2	1	-8
UHRF1 binding	3	0	7	-2	-2	3	3	0	-2	1
DDE Tn7 FP inh	6	3	7	3	-2	3	1	-3	0	-4
PG9 Ab binder	0.0	0.5	-2.4	-1.0	-1.0	-2.2	-0.5	-1.5	1.8	0.6
LEDGF integ inh	-5	-4	-4	0	1	-5	-1	0	-2	3
HTRA1 inh	-2	-5	-6	-5	-43	-4	6	-1	-7	-18

11: Cn1ccc(NC(=O)Nc2cccc([N+](=O)[O-])c2)n1
12: CCc1cc2c(nc1CC)CCCN2S(=O)(=O)c1ccc(C)cc1
13: NC1=NOC(=O)C1C1CCCCC1 (configuration not stated)
14: COCCNC(=O)c1c[nH]c2ccc(S(=O)(=O)N(C)c3ccc(C)c(C)c3)cc2c1=O
15: CC#CCN1c2ccccc2[C@]23C[C@@H](C(=O)OC)N(C(=O)C4CCC4)C2=NC(C(=O)OC)=C(C(=O)OC)[C@H]13
16: O=C1/C(=C2/NCCN2C2CC(=O)N(c3ccccc3)C2=O)CC/C1=C\c1ccccc1 (configuration not stated)
17: Cc1ccccc1C(=O)NNC(=O)C12CC3CC(CC(C3)C1)C2
18: O=C(NC1CCCCC1)c1n[nH]c2c1CCCCC2
19: CCCCNc1c(-c2ccc(-c3cccc(Cl)c3)cc2)nc2ccccn12
20: COc1ccccc1NC(=S)NC(=O)CCCOc1ccc(Cl)cc1Cl

assay / entry	11	12	13	14	15	16	17	18	19	20
PRMT1 FP inh	3	-4	2	0	-2	-1	-3	-3	1&0	-5
TCR-CD3 inh	-13	7	4	6	2	-9	2	2	1&0	7
TDP2 absorb	-9	6	0	10	1	9	-2	8	1&11	9
mABHD4 FP	-10	-1	11	-7	-3	-2	-8	0	40*	-6
SIAE inh	-11	-3	6	-5	-1	1	3	1	8&13	2
UHRF1 binding	8	0	-1	4	1	7	-3	-1	-1&-3	-3
DDE Tn7 FP inh	0	7	-5	1	5	3	-8	-6	0&-1	-6
PG9 Ab binder	0.9	-0.6	-0.2	3.3	-0.4	-1.8	-2.9	-0.4	4.5&-0.2	0.3
LEDGF integ inh	1	-2	-2	0	1	3	2	0	2&0	-1
HTRA1 inh	·	·	6	-18	1	-2	4	1	-14	-61

21: Cn1nc(C(=O)NC2CCCCC2)c2c1-c1ccccc1SC2
22: COc1ccccc1C/C(N)=N/OC(=O)COc1cc(C)cc(C)c1C
23: CN(C)S(=O)(=O)c1ccc(NC(=O)C2CC(=O)N(Cc3ccccc3Cl)C2)cc1 (configuration not stated)
24: O=C(/C=C/c1ccccn1)c1ccc(Br)cc1O
25: FC(F)(F)c1cccc(CN2CCCCCC2)c1
26: COc1ccccc1C(=O)NCC(=O)N/N=C/c1cccc(Cl)c1
27: CCOC(=O)c1ccc(N2C(=O)CC(C3CCCO3)C2=O)cc1 (configuration not stated)
28: Cn1c(=O)c(C(=O)c2ccc(S(C)(=O)=O)c(Cl)c2Cl)c(O)c2ccccc21
29: Cc1ccc(-c2nc(CS(=O)(=O)CC(=O)N3CCc4ccccc4C3)c(C)o2)cc1
30: CCCCCCN(C(=O)CCCCCN1C(=O)NC(c2ccc(-c3ccccc3)cc2)C(C(=O)OCc2ccccc2)=C1C)C(C(=O)NCCCC)c1ccccc1 (configuration not stated)

assay / entry	21	22	23	24	25	26	27	28	29	30
PRMT1 FP inh	0	1	2	1	-1	0	-4	3	0	0
TCR-CD3 inh	1	5	-10	1	1	0	-5	-4	-3	-1
TDP2 absorb	-15	-4	-2	-1	5	-5	-9	14	1	14
mABHD4 FP	4	-6	-1	-1	3	-1	-2	1	-2	6
SIAE inh	-7	-1	3	-1	7	-2	-6	-2	-4	-5
UHRF1 binding	-1	-1	4	4	3	-4	2	-2	3	3
DDE Tn7 FP inh	-8	-4	0	11	-3	1	-8	4	4	-9
PG9 Ab binder	0.8	-3.4	-1.5	0.0	2.8	-0.2	-1.3	0.9	-0.9	-0.1
LEDGF integ inh	0	5	-2	-3	1	1	0	38*	0	-1
HTRA1 inh	-9	-4	2	-9	-6	-6	-1	3	-8	·

31: CS(=O)(=O)N(CC(=O)Nc1cccc(F)c1)Cc1ccccc1
32: O=C(NCC1CCN(Cc2ccccc2F)CC1)Nc1cccc(Br)c1
33: NNC(=O)c1ccc(COc2cccc3ccccc23)o1
34: CCOC(=O)c1ccc(NC(=O)CN2C(=O)NC3(CCCCCCC3)C2=O)cc1
35: CCC[C@@H]1C[C@@H](C(=O)N[C@H]([C@@H](C)O)[C@H]2O[C@H](SC)[C@H](O)[C@@H](O)C2O)N(C)C1 (some centres not stated)
36: COc1cc(-c2nnc(COC(=O)c3ccc(C)o3)o2)cc(OC)c1OC
37: O=C(COC(=O)/C=C/c1cccc(Cl)c1)NC(=O)NCc1ccccc1
38: O=C(CCCn1c(=S)[nH]c2ccc(Br)cc2c1=O)NCC1CCCO1 (configuration not stated)
39: COc1ccc(Br)cc1Cn1nnc(C(=O)Nc2ccc3c(c2)OCCO3)c1N
40: Cc1ccccc1Nc1nnc(C)c(=O)n1N

assay / entry	31	32	33	34	35	36	37	38	39	40
PRMT1 FP inh	-2	0	3	0	-2	-2	-4	-3	0	0
TCR-CD3 inh	10	-1	-1	-2	2	14	4	5	8	5
TDP2 absorb	1	-12	14	0	-6	2	3	11	13	5
mABHD4 FP	-6	2	-19	-2	-2	5	-1	0	-9	6
SIAE inh	2	-3	-18	3	-6	-2	2	1	4	5
UHRF1 binding	1	2	0	9	3	39*	0	1	-4	-3
DDE Tn7 FP inh	6	2	-3	0	1	0	4	1	-5	4
PG9 Ab binder	-1.1	-0.2	-1.8	0.9	-0.2	0.5	2.2	-1.7	-1.3	-0.9
LEDGF integ inh	13	9	-1	-2	2	4	2	-1	3	-3
HTRA1 inh	-3	-6	-44	-20	10	7	8	10	-22	5

Nos. 34 to 40, quoted:
34: CCOC(=O)c1ccc(NC(=O)CN2C(=O)NC3(CCCCCCC3)C2=O)cc1
35: CCC[C@@H]1C[C@@H](C(=O)N[C@H]([C@@H](C)O)[C@H]2O[C@H](SC)[C@H](O)[C@@H](O)C2O)N(C)C1 (some centres not stated)
36: COc1cc(-c2nnc(COC(=O)c3ccc(C)o3)o2)cc(OC)c1OC
37: O=C(COC(=O)/C=C/c1cccc(Cl)c1)NC(=O)NCc1ccccc1
38: O=C(CCCn1c(=S)[nH]c2ccc(Br)cc2c1=O)NCC1CCCO1 (configuration not stated)
39: COc1ccc(Br)cc1Cn1nnc(C(=O)Nc2ccc3c(c2)OCCO3)c1N
40: Cc1ccccc1Nc1nnc(C)c(=O)n1N

assay / entry	34	35	36	37	38	39	40
PRMT1 FP inh	0	-2	-2	-4	-3	0	0
TCR-CD3 inh	-2	2	14	4	5	8	5
TDP2 absorb	0	-6	2	3	11	13	5
mABHD4 FP	-2	-2	5	-1	0	-9	6
SIAE inh	3	-6	-2	2	1	4	5
UHRF1 binding	9	3	39*	0	1	-4	-3
DDE Tn7 FP inh	0	1	0	4	1	-5	4
PG9 Ab binder	0.9	-0.2	0.5	2.2	-1.7	-1.3	-0.9
LEDGF integ inh	-2	2	4	2	-1	3	-3
HTRA1 inh	-20	10	7	8	10	-22	5

Additional records
41: O=C(N/N=C/C(Cl)=C/c1ccccc1)c1ccco1
42: O=C1C[C@@H](C(=O)Nc2ccc(Cl)cc2)[C@@H](c2ccccc2)O1
43: COc1ccc(S(=O)(=O)NCc2ccccn2)cc1NC(=O)c1ccccc1F
44: O=C(NC1CCCC1)C(c1ccc(F)cc1)N1CCC(O)(c2ccc(Cl)cc2)CC1 (configuration not stated)
45: CC(NC(=O)COC(=O)C1CC1C)c1ccccc1 (configuration not stated)
46: CCN(CC)S(=O)(=O)c1ccc(O)c(C(=O)OCC(=O)N(C)Cc2ccccc2)c1
47: CCOC(=O)Cc1csc(NC(=O)Cn2cnc3c2c(=O)n(C)c(=O)n3C)n1
48: O=C(OCCN1C(=O)c2ccccc2C1=O)c1ccco1
49: O=C(/C=C/c1ccccc1)N1CCN(c2ccc([N+](=O)[O-])c(N3CCOCC3)c2)CC1

assay / entry	41	42	43	44	45	46	47	48	49
PRMT1 FP inh	3	-3	0	1	-3	3	0	0	0
TCR-CD3 inh	-5	·	8	-3	2	-5	5	5	7
TDP2 absorb	0	-7	-9	-6	6	-2	-14	7	-8
mABHD4 FP	-14	-4	12	-4	-4	11	2	0	6
SIAE inh	-8	-7	-6	0	3	3	-3	9	-2
UHRF1 binding	-4	0	-2	2	-2	5	1	-1	-4
DDE Tn7 FP inh	2	0	-5	3	8	2	9	2	-3
PG9 Ab binder	-4.0	·	0.1	0.6	1.2	1.7	1.3	-1.1	-1.2
LEDGF integ inh	0	-4	5	1	-1	2	-6	12	-2
HTRA1 inh	-3	·	-5	·	4	-7	2	0	-8
